Source: PubChem BioAssay (Broad Institute)
Xi reactivation – X-chromosome reactivation activator | 360,000 tested, 0.055% active | activation, % at 7.58 µM | XiGFP mouse fibroblasts, % GFP-positive cells imaging, 3 d; cells co-treated with 5-aza-dC sensitizer; scaled so ellipticine positive control = 100%;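 active = mean normalized replicate activation at least 10% and every replicate at or above 10%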;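 note: 0% = median of on-plate neutral control wells and 100% = ellipticine 6 µM median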
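material = 68-5-11 XiGFP fibroblast line | medium = DMEM plus 5-aza-dC sensitizer | schedule = 3 days compound exposure | benchmarks = positive control ellipticine, 6 µM final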
SIRT5 inh – inhibitors of human sirtuin-5 desuccinylase | 330,000 tested, 1.1% active | Purified SirT5, succinyl-peptide AMC, trypsin-coupled fluorescence | inhibition, % at 15 µM; in the data active = inhibition above about 15%
C2C12 statin – suppression of simvastatin myotoxicity | C2C12 myotubes + simvastatin, ATP luminescence, 48 h; scaled: DMSO 0, geranylgeraniol control 100 | rescue of ATP level, % at 7.49 µM | 330,000 tested, 0.78% active | AID 602340;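 active = mean ATP rescue above about 67%, or every replicate alone reaching that limit, limit read from the data, passing the limit was not always enough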;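 note: myotubes were challenged with 10 µM simvastatin during compound exposure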
LGR2 antag – inhibitors of bursicon-induced Drosophila LGR2 receptor cAMP signaling | HEK293 LGR2, CRE-luciferase, bursicon-stimulated, 4 h | inhibition, % at 9.99 µM | 380,000 tested, 0.35% active | AID 720647;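 active = drop in luminescence signal, shown as inhibition above about 50% in the replicate tests, limit read from the data, passing the limit was not always enough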;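 note: agonist challenge used bursicon conditioned medium at about half maximal strength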
S100A4 MyoIIA – inhibitors of human S100A4 binding to myosin IIA peptide; inhibition, % at 10.7 µM; AID 652163; S100A4/TAMRA-MyoIIA peptide fluorescence polarization; 360,000 tested, 0.14% active; P26447;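 active = mean inhibition of at least 70% across replicates, with every replicate also reaching that level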
Target sequence (P26447 whole entry, looked up): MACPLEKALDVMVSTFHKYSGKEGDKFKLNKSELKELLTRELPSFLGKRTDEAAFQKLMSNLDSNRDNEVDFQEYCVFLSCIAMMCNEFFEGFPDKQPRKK
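Test system: S100A4 monomer protein; Medium: HEPES pH 7.2 with CaCl2, KCl, NaCl, DTT, Triton; Probe or stimulus: TAMRA-labelled myosin IIA heavy-chain peptide probe, 5 nM; Doses: one dose per compound; Times: polarization read 5 min after assay mix addition, stable 5–60 min; Benchmarks: neutral control DMSO, positive control TFP.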
PGC1a acetyl inh – modulators of PGC1a acetylation; inhibition, % at 15.6 µM; 350,000 tested, 0.17% active; U2OS PGC1a acetylation, AlphaScreen anti-acetyl-lysine; with virally co-expressed GCN5 acetyltransferase;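 active = every replicate shows inhibition of at least 40%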;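 note: 0% = neutral control wells and 100% = positive control wells; some results beyond the cut were filed as inactive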
Cneo AK release – causes C. neoformans cell lysis; 360,000 tested, 0.2% active; lysis activity, % at 15 µM; adenylate kinase release luminescence, 4 h; normalised: neutral wells 0, clomiphene wells 100;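 active = mean lysis activity across replicates of at least 80%, whatever share of replicates individually reach that level; inactive = mean lysis activity below 80%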
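Test system: log-phase Cryptococcus neoformans yeast cells. Input: 5 × 10^6 yeast cells/mL. Medium: fresh YPD growth medium. Doses: single dose. Incubation: static 4 h at 37 °C with compound, 1 h detection. Measured by: luminescent adenylate kinase detection reagent. Read-out: signal increase indicating cell lysis. Benchmarks: Clomiphene.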
ERAP1 HTS inh – inhibitors of human ERAP1 aminopeptidase; recombinant ERAP1, Leu-AMC fluorescence, 60 min; 340,000 tested, 0.15% active; inhibition, % at 10.7 µM; AID 652197;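 active = mean replicate inhibition of at least 30%, or all replicates individually reaching that 30% level; inactive = mean below 30% and not every replicate reaching it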;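 note: 0% = neutral control wells and 100% = L-leucinethiol positive control wells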
Target sequence (Q9NZ08 whole entry, looked up): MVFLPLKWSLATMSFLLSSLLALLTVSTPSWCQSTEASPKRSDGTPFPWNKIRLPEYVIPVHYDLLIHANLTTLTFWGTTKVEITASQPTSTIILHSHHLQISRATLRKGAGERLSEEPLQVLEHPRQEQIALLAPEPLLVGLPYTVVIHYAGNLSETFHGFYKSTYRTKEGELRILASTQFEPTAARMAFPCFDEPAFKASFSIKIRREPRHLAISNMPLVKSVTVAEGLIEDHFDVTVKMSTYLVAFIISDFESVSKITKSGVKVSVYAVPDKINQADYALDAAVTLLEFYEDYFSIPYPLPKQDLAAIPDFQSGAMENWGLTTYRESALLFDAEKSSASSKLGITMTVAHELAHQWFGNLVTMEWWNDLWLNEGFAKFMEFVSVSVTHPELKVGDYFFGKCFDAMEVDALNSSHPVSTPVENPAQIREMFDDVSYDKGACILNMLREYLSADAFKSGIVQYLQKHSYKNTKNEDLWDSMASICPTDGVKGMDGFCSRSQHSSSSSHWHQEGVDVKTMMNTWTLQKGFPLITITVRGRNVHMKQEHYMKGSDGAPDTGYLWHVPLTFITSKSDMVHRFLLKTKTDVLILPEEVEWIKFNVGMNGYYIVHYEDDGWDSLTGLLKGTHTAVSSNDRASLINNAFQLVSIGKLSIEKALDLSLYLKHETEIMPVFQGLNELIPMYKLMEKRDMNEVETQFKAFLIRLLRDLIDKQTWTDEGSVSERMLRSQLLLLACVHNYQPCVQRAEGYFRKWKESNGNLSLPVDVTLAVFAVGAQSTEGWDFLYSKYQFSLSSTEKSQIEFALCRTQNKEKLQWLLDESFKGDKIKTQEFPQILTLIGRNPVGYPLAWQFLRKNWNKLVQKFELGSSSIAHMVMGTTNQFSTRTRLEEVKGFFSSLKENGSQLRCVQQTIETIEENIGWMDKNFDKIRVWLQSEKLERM
Starred values were filed as active, the others as inactive; · = no result given. A portion of the library (hit frequency here may not be typical).

Letter code – A = Xi reactivation; B = SIRT5 inh; C = C2C12 statin; D = LGR2 antag; E = S100A4 MyoIIA; F = PGC1a acetyl inh; G = Cneo AK release; H = ERAP1 HTS inh
compound: O=C(NC1CCCCC1)N1CCC(c2nc3ccc(Cl)cc3[nH]2)CC1
  A: · | B: · | C: -34 | D: -2 | E: · | F: 16 | G: -23 | H: ·

compound: COc1ccc(NC(=O)c2cc(-c3cccs3)on2)cc1
  A: 0.1 | B: 0 | C: 1 | D: -99 | E: -1 | F: 1 | G: 1 | H: 3

compound: CC1=C(C(=O)OC(C)(C)C)C(c2cccc3ccccc23)NC(=O)N1 (stereo not drawn)
  A: 0.3 | B: -5 | C: 2 | D: 0 | E: -4 | F: 2 | G: 2 | H: 2

compound: CC(C)NC(=O)Nc1ccc2c(c1)C(=O)N([C@H](C)CO)C[C@H](C)[C@H](CN(C)C(=O)c1ccccc1)OCCCC[C@@H](C)O2
  A: -0.1 | B: -4 | C: -19 | D: -11 | E: -9 | F: -22 | G: -2 | H: 4

compound: CCC(CC)C(=O)Nc1ccc(-c2cn3cccnc3n2)cc1
  A: 0.0 | B: -81 | C: -13 | D: -15 | E: -11 | F: 5 | G: -3 | H: -76

compound: COc1ccc(CC(=O)Oc2ccc(F)cc2)cc1
  A: 0.0 | B: -2 | C: 8 | D: -2 | E: 7 | F: 7 | G: 2 | H: 2

compound: O=C1C2C3C=CC(C3)C2C(=O)N1c1cccc2ccccc12 (stereo not drawn)
  A: 0.3 | B: -5 | C: 20 | D: -4 | E: 1 | F: -4 | G: 1 | H: -2

compound: Cc1ccc(-n2cc(CN3CCCN(C=O)CC3)c(-c3ccc(F)cc3)n2)cc1
  A: 0.0 | B: 2 | C: -6 | D: 10 | E: -5 | F: 3 | G: · | H: -7

compound: CC(C)n1c(-c2ccccc2F)n[nH]c1=S
  A: · | B: -2 | C: 6 | D: -6 | E: -1 | F: 3 | G: 0 | H: 0

compound: Cc1occc1-c1nnc(SCC(=O)NC2CCCCC2C)o1 (stereo not drawn)
  A: 0.2 | B: -8 | C: -2 | D: -2 | E: 8 | F: -9 | G: 1 | H: -5

compound: CCC1(C)Cc2ccccc2C(=S)N1 (stereo not drawn)
  A: 0.0 | B: 0 | C: 88* | D: 8 | E: -6 | F: -4 | G: 2 | H: -3

compound: CCCN1CCN(CCCNC(=O)c2cc3c(s2)-c2ccccc2OC3)CC1
  A: 0.0 | B: -128 | C: -4 | D: 2 | E: -4 | F: · | G: 15 | H: 18

compound: COc1cc(C)ccc1OCc1cc(C(=O)N2CCCCCCC2)no1
  A: 0.1 | B: 0 | C: -4 | D: -13 | E: 5 | F: · | G: 1 | H: -1

compound: O=C(N/N=C\c1cccc(Cl)c1)c1n[nH]c2c1CCCC2
  A: -0.1 | B: 6 | C: · | D: -82 | E: 2 | F: · | G: · | H: 4

compound: CCCNS(=O)(=O)c1ccc(OCC(=O)Nc2ccc3c(c2)OCO3)cc1
  A: 0.0 | B: 0 | C: · | D: -29 | E: 1 | F: -3 | G: · | H: 3

compound: CCOC(=O)c1ccc(NC(=O)Cn2cccc2)cc1
  A: · | B: -1 | C: -1 | D: -24 | E: 2 | F: 1 | G: · | H: 0

compound: O=C(CCNC(=O)c1ccccc1Cl)N/N=C\c1ccc(O)cc1
  A: -0.1 | B: 1 | C: · | D: 7 | E: 3 | F: 2 | G: 0 | H: -3

compound: C[C@H](CO)N1C[C@H](C)[C@@H](CN(C)S(=O)(=O)c2cccs2)Oc2ccc(NC(=O)CCCCCC(=O)Nc3ccccc3N)cc2CC1=O
  A: 0.0 | B: · | C: 18 | D: 5 | E: · | F: 3 | G: -1 | H: ·

compound: O=C(COC(=O)c1cccc(S(=O)(=O)N2CCCCC2)c1)NC1CCCCC1
  A: 0.0 | B: -2 | C: 1 | D: -12 | E: -3 | F: -11 | G: -1 | H: 1

compound: COc1ccc(-n2c(N)c(C(=O)NCC3CCCO3)c3nc4ccccc4nc32)c(OC)c1 (stereo not drawn)
  A: · | B: · | C: -40 | D: -10 | E: · | F: -20 | G: 2 | H: ·

compound: C[C@H](CO)N1C[C@H](C)[C@@H](CN(C)C(=O)C2CCC2)Oc2ncc(-c3cccnc3)cc2C1=O
  A: 0.0 | B: 3 | C: 20 | D: 13 | E: 13 | F: -2 | G: -2 | H: 2

compound: CN(CCN1CCc2ccccc2C1)Cc1nc(-c2ccc3c(c2)OCO3)no1
  A: 0.0 | B: -1 | C: 0 | D: -9 | E: -3 | F: · | G: 2 | H: -1

compound: CCCCOc1ccc(NC(=O)c2cc(F)c(F)cc2Cl)cc1
  A: 0.0 | B: · | C: -27 | D: -19 | E: · | F: -3 | G: 9 | H: ·

compound: N#C[C@H]1[C@H](c2ccc(C3=CCCCC3)cc2)[C@@H](CO)N1S(=O)(=O)c1ccccc1
  A: 0.0 | B: -1 | C: 43 | D: 3 | E: -3 | F: 0 | G: 0 | H: -2

compound: CCOC(=O)c1c(NC(=O)CSc2ncn[nH]2)sc(C(=O)N(C)C)c1C
  A: 0.4 | B: -9 | C: 8 | D: 4 | E: 2 | F: · | G: -1 | H: -2

compound: COc1ccccc1CNC(=O)C[C@@H]1C[C@@H]2c3cc(NC(=O)NC4CCCC4)ccc3O[C@@H]2[C@H](CO)O1
  A: 0.3 | B: -2 | C: -13 | D: 4 | E: 2 | F: -6 | G: -5 | H: -3

compound: COc1ccc(CC(NC(C)=O)C(=O)NC2CCN(C(=O)c3ccc([N+](=O)[O-])cc3)CC2)cc1OC (stereo not drawn)
  A: 0.2 | B: -5 | C: 37 | D: 4 | E: 1 | F: 0 | G: 3 | H: 0

compound: O=C(COC(=O)Cc1ccsc1)Nc1ccc(Cl)cn1
  A: 0.3 | B: 2 | C: 2 | D: 6 | E: -4 | F: -4 | G: -1 | H: -3

compound: Cc1noc(NS(=O)(=O)c2ccc(NC(=O)C(C)C)cc2)c1C
  A: 0.0 | B: -4 | C: 1 | D: 3 | E: -9 | F: -5 | G: -1 | H: 1

compound: CCC(=Cc1ccccc1O)c1ccncc1
  A: 0.1 | B: · | C: 7 | D: -2 | E: 0 | F: -4 | G: · | H: 0

compound: CC(=O)Nc1ccc(NC(=O)C(C)Oc2ccccc2C(=O)NCc2ccccc2)cc1 (stereo not drawn)
  A: -0.1 | B: 0 | C: -8 | D: 2 | E: 0 | F: 27 | G: 0 | H: -1

compound: C[C@@H]1CN([C@H](C)CO)C(=O)c2cc(-c3cccc(C#N)c3)cnc2O[C@H]1CN(C)C(=O)C1CCCCC1
  A: 0.2 | B: -3 | C: -10 | D: 1 | E: 4 | F: 11 | G: 0 | H: -3

compound: CC(C)C(=O)Nc1ccc(-c2ccc3nncn3n2)cc1
  A: -0.1 | B: -1 | C: -3 | D: 5 | E: 20 | F: 4 | G: · | H: -1

compound: Cc1ccc(-n2nc3c(=O)n(CC(=O)NCc4ccc(C)o4)nc(C)c3c2C)cc1
  A: 0.5 | B: -2 | C: -6 | D: 8 | E: -1 | F: · | G: -1 | H: -2

compound: O=[N+]([O-])c1cccc(S(=O)(=O)Nc2ccc(S(=O)(=O)Nc3nccs3)cc2)c1
  A: 0.0 | B: -2 | C: -3 | D: -13 | E: 7 | F: · | G: 0 | H: 7

compound: COc1ccc(NC(=O)C2CCC(CNS(=O)(=O)c3csc(C(N)=O)c3)CC2)cc1OC (stereo not drawn)
  A: 0.0 | B: -16 | C: -6 | D: 7 | E: -5 | F: -1 | G: 1 | H: -3

compound: O=C(CCCC(=O)N(c1ccc2c(c1)OCCO2)C(C(=O)NC1CCCCC1)c1ccc(Cl)cc1)Nc1ccccn1 (stereo not drawn)
  A: · | B: 1 | C: -12 | D: 1 | E: 4 | F: -7 | G: 0 | H: -5

compound: CC(O)(c1ccccc1)c1nc(-c2cccc(C#N)c2)cs1 (stereo not drawn)
  A: 0.0 | B: · | C: 14 | D: 2 | E: -4 | F: -17 | G: -1 | H: -1

compound: C[C@@H]1CN([C@H](C)CO)C(=O)c2cc(NC(=O)CCN3CCOCC3)ccc2O[C@H]1CN(C)C(=O)Nc1ccc2c(c1)OCO2
  A: 0.2 | B: 0 | C: 25 | D: -15 | E: -3 | F: -3 | G: 4 | H: 3

compound: CCOc1ccccc1CN1C(=O)C2(OCCO2)c2ccccc21
  A: -0.1 | B: 0 | C: 18 | D: 1 | E: -2 | F: 4 | G: -1 | H: -2

compound: CC(NC(=O)COC(=O)c1ccc(S(=O)(=O)N2CCOCC2)cc1)c1ccccc1 (stereo not drawn)
  A: -0.1 | B: 0 | C: 7 | D: 11 | E: 0 | F: · | G: 10 | H: 0

compound: C[C@H]1CCCCO[C@H](CN(C)Cc2ccncc2)[C@@H](C)CN([C@@H](C)CO)C(=O)c2cc(NC(=O)c3ccncc3)ccc2O1
  A: 0.3 | B: -3 | C: · | D: 10 | E: -3 | F: 8 | G: -1 | H: 1

compound: O=C1C=C(c2ccc(F)nc2)CCC1
  A: 0.1 | B: · | C: 11 | D: -13 | E: · | F: -16 | G: 3 | H: ·

compound: O=C(OC1CC2CC1[C@H]1CCCCN1C2=O)N1CCN(c2ccccc2)CC1 (stereo partly drawn)
  A: 0.1 | B: -5 | C: · | D: -4 | E: -2 | F: · | G: · | H: -1

compound: O=C(C1CCCC1)N1CC2(C1)[C@@H](c1ccccc1)[C@H](CO)N2C(=O)CC1CC1
  A: 0.1 | B: -1 | C: · | D: -13 | E: 4 | F: · | G: · | H: 0

compound: CO[C@H]1CN(C)C(=O)c2cc(NC(=O)Nc3ccccc3)ccc2OC[C@@H](C)N(CC2CC2)C[C@@H]1C
  A: -0.1 | B: 2 | C: -10 | D: -1 | E: -11 | F: -2 | G: -6 | H: 0

Molecules from the list above that contain an aryl methoxy group:
Letter code – A = Xi reactivation; B = SIRT5 inh; C = C2C12 statin; D = LGR2 antag; E = S100A4 MyoIIA; F = PGC1a acetyl inh; G = Cneo AK release; H = ERAP1 HTS inh
compound: COc1ccc(NC(=O)c2cc(-c3cccs3)on2)cc1
  A: 0.1 | B: 0 | C: 1 | D: -99 | E: -1 | F: 1 | G: 1 | H: 3

compound: COc1ccc(CC(=O)Oc2ccc(F)cc2)cc1
  A: 0.0 | B: -2 | C: 8 | D: -2 | E: 7 | F: 7 | G: 2 | H: 2

compound: COc1cc(C)ccc1OCc1cc(C(=O)N2CCCCCCC2)no1
  A: 0.1 | B: 0 | C: -4 | D: -13 | E: 5 | F: · | G: 1 | H: -1

compound: COc1ccc(-n2c(N)c(C(=O)NCC3CCCO3)c3nc4ccccc4nc32)c(OC)c1 (stereo not drawn)
  A: · | B: · | C: -40 | D: -10 | E: · | F: -20 | G: 2 | H: ·

compound: COc1ccccc1CNC(=O)C[C@@H]1C[C@@H]2c3cc(NC(=O)NC4CCCC4)ccc3O[C@@H]2[C@H](CO)O1
  A: 0.3 | B: -2 | C: -13 | D: 4 | E: 2 | F: -6 | G: -5 | H: -3

compound: COc1ccc(CC(NC(C)=O)C(=O)NC2CCN(C(=O)c3ccc([N+](=O)[O-])cc3)CC2)cc1OC (stereo not drawn)
  A: 0.2 | B: -5 | C: 37 | D: 4 | E: 1 | F: 0 | G: 3 | H: 0

compound: COc1ccc(NC(=O)C2CCC(CNS(=O)(=O)c3csc(C(N)=O)c3)CC2)cc1OC (stereo not drawn)
  A: 0.0 | B: -16 | C: -6 | D: 7 | E: -5 | F: -1 | G: 1 | H: -3
